# Source: PubChem
# PGC1a acetyl inh: inhibitors of PGC1a acetylation signal, primary screen, cell-based, U2OS, AlphaScreen, inhibitor mode | AlphaScreen anti-acetyl-lysine; with virally co-expressed GCN5 acetyltransferase | inhibition, % at 15.6 µM | actives 0.17% (n = 350,000);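 active = every replicate shows inhibition of at least 40%; inconclusive = mean inhibition at least 40% but some replicate below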;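 note: 0% = neutral control wells and 100% = positive control wells; some results beyond the cut were filed as inactive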
# Statin myotox sup: suppressors of statin myotoxicity in C2C12 myotubes, primary screen, cell-based, single point, plate reader; AID 602340, 2012; C2C12 myotubes + simvastatin, ATP luminescence, 48 h; scaled: DMSO 0, geranylgeraniol control 100; actives 0.78% (n = 330,000); rescue of ATP level, % at 7.49 µM;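 active = mean ATP rescue above about 67%, or every replicate alone reaching that limit, limit read from the data, passing the limit was not always enough; inconclusive = no clear call, values can overlap the other calls; inactive = mean under the limit and some replicate under it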;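 note: myotubes were challenged with 10 µM simvastatin during compound exposure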
# PglD DTNB: C. jejuni PglD acetyltransferase inhibitors, primary screen, biochemical, DTNB colorimetric, single point; UDP-N-acetylbacillosamine N-acetyltransferase PglD (Campylobacter jejuni); purified PglD enzyme, DTNB colorimetric CoA detection; inhibition, % at 12.5 µM; actives 0.098% (n = 360,000); AID 602405, 2012; in the data active = inhibition above about 16%, passing the limit was not always enough; inconclusive = no clear call, values can overlap the other calls; note: strong numbers were not always called active
# PAX8 inh HTS: inhibitors of PAX8-driven TPO luciferase reporter, primary screen, RMG-I cells, single concentration | SteadyGlo, 24 h | inhibition, % at 12.6 µM | actives 1.2% (n = 360,000);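 active = mean replicate inhibition at least 60% with every replicate also reaching 60%; inconclusive = only one of the two criteria is met; inactive = mean below 60% and not all replicates reaching 60%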;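 note: luciferase light reporting Pax8 driven TPO promoter activity; plate controls were median of neutral control wells for no effect and mitoxantrone controls for full effect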
# ARNT TACC3 PPI: disruptors of ARNT/TACC3 protein interaction, primary screen, biochemical, AlphaScreen, single concentration | Transforming acidic coiled-coil-containing protein 3 (Homo sapiens), Q9Y6A5 | AlphaScreen His-ARNT PAS-B/GST-TACC3 binding, luminescence; TACC3 fragment carries E629A point mutation | inhibition, % at 9.99 µM | actives 0.66% (n = 390,000) | AID 623870, 2012;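 active = mean inhibition of replicates at least 50% and at least half of replicates each reaching 50%; inconclusive = half or more replicates reach 50% but mean below 50%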;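 note: 0% = complete ARNT plus TACC3 wells and 100% = ARNT alone without TACC3; many hits fall short of the cut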
# GSIS activator: GLuc luminescence reporter in INS-1E cells, primary screen for activators of glucose-dependent secretion of insulin; INS-1E GLuc reporter insulin secretion, 2-3 h; activation, % at 16.6 µM; actives 0.61% (n = 370,000); AID 743287, 2014;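 active = lowest replicate activation of at least 40%, so every replicate reaches that level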;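 note: 0% = median of neutral control wells and 100% = median of IBMX positive control wells; some compounds called inactive have numbers as strong as hits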
# Cneo AK release: Cryptococcus neoformans cell lysis inducers, primary screen, AK release luminescence, single concentration | C. neoformans lysis, adenylate kinase release luminescence, 4 h; normalised: neutral wells 0, clomiphene wells 100 | lysis activity, % at 15 µM | actives 0.2% (n = 360,000);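 active = mean lysis activity across replicates of at least 80%, whatever share of replicates individually reach that level; inactive = mean lysis activity below 80%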
#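 Assay system: log-phase C. neoformans yeast / Quantity: yeast cell density of 5 × 10^6 cells/mL / Medium: fresh YPD growth medium / Compound: single dose / Timing: static 4 h at 37 °C with compound, 1 h detection / Measured by: adenylate kinase release luminescence / Read-out: lysis from increased AK signal / Benchmarks: Clomiphene as positive lysis control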
# LGR2 inh: inhibitors of bursicon-induced LGR2 CRE-luciferase signal, primary screen, cell-based, HEK293, CRE-luciferase reporter, bursicon stimulation. bursicon-stimulated, 4 h. inhibition, % at 9.99 µM. actives 0.35% (n = 380,000). AID 720647, 2013;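 active = drop in luminescence signal, shown as inhibition above about 50% in the replicate tests, limit read from the data, passing the limit was not always enough; inconclusive = probably only some replicates passing the limit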;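 note: agonist challenge used bursicon conditioned medium at about half maximal strength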
# An asterisk follows results filed as active; u = inconclusive; x = no result given; & = joins results of further samples.
SMILES,PGC1a acetyl inh,Statin myotox sup,PglD DTNB,PAX8 inh HTS,ARNT TACC3 PPI,GSIS activator,Cneo AK release,LGR2 inh
Cc1ccc(C(=O)COC(=O)CCN2C(=O)C3C4CCC(C4)C3C2=O)cc1C (stereo not drawn),0,10,8,-7,-2,-26,-2,-49
Cc1ccc(NC(=S)NC(=O)C2CCCC2)c(Br)c1,-5,-62,-1,-257,-4,-40,3,-116
COc1ccc(NC(=O)N(C)C[C@H]2Oc3ccc(NC(=O)CCCCCC(=O)Nc4ccccc4N)cc3C(=O)N([C@H](C)CO)C[C@H]2C)cc1,-2,x,x,11,x,2,x,12
O=C(CNC(=O)c1ccccc1)NCC(=O)OCC(=O)c1ccc([N+](=O)[O-])cc1,x,x,x,1,-1,6,x,2
O=C(CN1CCOCC1)N1CC(=O)N2[C@@H](CO)[C@H](c3ccc(/C=C/c4ccccc4)cc3)[C@@H]2C1,9,x,x,-1,x,2,x,-25
CC(C)(C)[S@](=O)N1Cc2cc(C(=O)N[C@H]3CCN(Cc4ccccc4)C3)nc(-c3cccc(-c4cccnc4)c3)c2[C@@H]1CCO,2,x,x,8,x,-23,x,1
Cc1ccccc1C(=O)N1CCN(c2ccc(NC(=O)c3cccs3)cc2)CC1,x,x,-2,-3,-1,-17,-1,23
C[C@H](CO)N1C[C@H](C)[C@H](CN(C)C(=O)Nc2ccc3c(c2)OCO3)Oc2ccc(NC(=O)CCC(F)(F)F)cc2CC1=O,2,1,5,-7,x,-11,0,13
O=C(CN1CCN(Cc2ccccc2)CC1)c1ccccc1,7,x,-5,x,-3,9,0,0
O=C(C[C@H]1CC[C@H](NC(=O)Nc2ccc3c(c2)OCO3)[C@@H](CO)O1)NCCCN1CCOCC1,5,4,3,x,6,5,0,17
CN(C)c1ccc(-c2nnn(CC(=O)Nc3ccccc3N3CCOCC3)n2)cc1,1,14,-1,x,24,16,1,-10
C=CCn1c(=NC(=O)c2cccc(N3C(=O)CCC3=O)c2)sc2cccc(OC)c21,x,-11,x,2,3,4,x,u
CN1CCN(S(=O)(=O)c2ccc(Br)c3ccccc23)CC1,-10,2,-2,10,28,-1,1,-2
N#C/C(=C1\CCCN1)c1nc2ccccc2c(=O)[nH]1,-1,-5,-4,x,-6,14,0,-5
O=C(Nc1ccccc1F)C1CCCN(S(=O)(=O)c2cccc3cccnc23)C1 (stereo not drawn),-1,3,4,5,-2,10,2,8
C[C@H](CO)N1C[C@H](C)[C@H](CN(C)CC2CC2)Oc2cc(C#Cc3ccccc3F)ccc2S1(=O)=O,-16,5,2,x,9,-19,-7,14
COc1ccc(NC(=O)Nc2ccc3c(c2)CC(=O)N([C@@H](C)CO)C[C@@H](C)[C@@H](CN(C)CC2CC2)O3)cc1,-5,-7,5,x,7,0,12,-7
COc1cccc(C2(c3cccc(OC)c3)CC2C(=O)Nc2cccc3ccccc23)c1 (stereo not drawn),-3,13,-3,28,2,-20,1,7
CCCc1cn(CC[C@H]2CC[C@H](NC(=O)C3CC3)[C@H](CO)O2)nn1,14,2,0,2,3,1,6,7
O=C(COC(=O)CNS(=O)(=O)c1ccc(F)c(F)c1F)Nc1ccc(OC(F)F)cc1,-6,x,1,37,-2,x,0,x
CCN(c1ccc(C(=O)CSc2nnc(C3CC3)n2C2CC2)cc1)S(C)(=O)=O,0,-9,2,3,-1,14,6,3
CCN1CCc2c(sc(NC(=O)Cc3ccccc3)c2C(N)=O)C1,x,7,1,4,-8,x,-1,3
Cc1ccc(NC(=O)CN(C)C(=O)/C=C/c2cccs2)cc1,x,9,0,-14,x,-7,7,-22
CCOc1ccc(/C=N/Nc2cc(C)nc(N3CCOCC3)n2)cc1,-14,-7,x,-26,-24,1,x,-4
COc1ccc(NC(=O)N(C)C[C@H]2Oc3c(NC(=O)C4CCCCC4)cccc3C(=O)N([C@H](C)CO)C[C@@H]2C)cc1,4&7,30&-2,-2,-9&-2,1,-3&-16,-3,6&0

# Other results.
SMILES,PGC1a acetyl inh,Statin myotox sup,PglD DTNB,PAX8 inh HTS,ARNT TACC3 PPI,GSIS activator,Cneo AK release,LGR2 inh
O=C1C(=O)N(Cc2ccccc2)C(=O)N1CCOc1ccccc1,5,x,x,0,x,-6,x,6
CCCc1ccc(S(=O)(=O)N2CCN(C(C)C(=O)NC3CCCC3)CC2)cc1 (stereo not drawn),3,6,1,-4,1,-8,-3,10
O=C(C[C@@H]1CC[C@@H](NC(=O)c2cnccn2)[C@H](CO)O1)NCc1ccccc1F,6,-2,2,2,3,-8,-1,-14
O=C(CSc1nc2ccccc2nc1N1CCCC1)Nc1ccc(F)cc1,-13,8,-4,7,1,-4,0,-19
CC(C)NC(=O)N(C)C[C@H]1Oc2c(NC(=O)c3nc4ccccc4s3)cccc2C(=O)N([C@H](C)CO)C[C@H]1C,-4,x,0,x,-3,13,-5,-32
CC(=NNS(=O)(=O)c1ccc(C)cc1)c1ccncc1,x,-2,2,6,x,19,-3,-3
CC(C)CC1NC(=O)N(CC(=O)N2CCN(S(=O)(=O)c3ccc(Cl)cc3)CC2)C1=O (stereo not drawn),-14,1,3,x,-3,x,2,x
COc1cc(N2C(=O)c3ccccc3C2=O)c(Cl)cc1C(=O)OCC(=O)N1CCOCC1,x,x,x,10,0,33,x,-42
CCn1nc(C)cc1C(=O)OCC(=O)c1ccc(Cl)cc1,x,4,-5,5,-11,15,-3,-12
O=C(C[C@@H]1NS(=O)(=O)OC2CCCCC21)c1ccccc1 (stereo partly drawn),-5,1,-2,-2,x,-2,0,-18
COc1ccccc1NC(=O)CSc1nnc(C)n1CC1CCCO1 (stereo not drawn),x,0,4,x,5,11,4,-12
CCN(C(C)=O)c1cccc2ccccc12,-3,147*,-2,x,-2,x,-3,x
COc1ccccc1C(=O)C1CCCN(C(=O)c2snnc2C)C1 (stereo not drawn),15,-15,9,34,-5,6,3,4
COc1ccc(CC(CN)c2ccccc2)cc1 (stereo not drawn),-10,-14,2,1,0,12,0,7
CC(CO)NS(=O)(=O)c1cc(Cl)ccc1F (stereo not drawn),6,5,-1,-4,x,17,-1,-11
CCCCCCn1c(=O)c(-c2ccccc2)c(O)c2ccccc21,1,32,-2,x,-2,x,1,x
C[C@@H]1CN([C@H](C)CO)C(=O)c2cc(C3=CCCC3)cnc2O[C@@H]1CN(C)C(=O)C1CCC1,-1,26,1,x,-12,12,1,7
CO[C@H]1CN(C)C(=O)c2cc(NC(=O)c3nc4ccccc4s3)ccc2OC[C@H](C)NC[C@@H]1C,12,7,65,-18,-3,6,1,0
Cc1ccc(S(=O)(=O)CCC(=O)OCC(=O)NC2CCS(=O)(=O)C2)cc1 (stereo not drawn),8,6,0,-31,-3,5,2,7
CCN1CCC(C(N)=O)CC1,6,9,3,x,-3,2,-2,-7
O=C(NNC(=O)c1ccc(Br)s1)NC1CCCCC1,3,-13,-7,20,-12,27,1,-3
C[C@@H]1CN([C@@H](C)CO)S(=O)(=O)c2ccc(C#CCN(C)C)cc2O[C@@H]1CN(C)S(C)(=O)=O,-1,5,-1,x,0,6,0,3
COc1ccc2nc(C3CCCCC3)nc(C3CCCCC3)c2c1,-5,-18,7,-9,-18,x,3,-3
CCCc1cc(=O)oc2cc(OCC(=O)NCCc3c[nH]c4ccc(OC)cc34)ccc12,-12,19,-1,x,-22,9,0,24
Cc1noc(C)c1NC(=O)N(C)C[C@H]1Oc2ccc(NC(=O)CCCN(C)C)cc2C(=O)N([C@H](C)CO)C[C@H]1C,6,x,x,-15,x,14,x,-3

# Other records.
SMILES,PGC1a acetyl inh,Statin myotox sup,PglD DTNB,PAX8 inh HTS,ARNT TACC3 PPI,GSIS activator,Cneo AK release,LGR2 inh
Cc1ccc(NC(=O)C2=CC=CN3CCS(=O)(=O)N=C23)cc1,x,-4,6,-21,x,20,0,-7
O=C(Nc1ccccc1)N1CCCCN2[C@H](CO)[C@H](c3ccc(C#Cc4ccccn4)cc3)[C@H]2C1,-6,x,2,-9,11*,-10,-1,-6
COc1ccccc1-c1cn(CC[C@@H]2CC[C@@H](NC(=O)C3CC3)[C@@H](CO)O2)nn1,-4,-7,-4,17,3,12,-2,12
CCOc1ccc(CN2CCN(Cc3cn(CC)nc3C)CC2CCO)cc1 (stereo not drawn),x,x,x,27,-4,0,x,-6
O=C(c1cccc(F)c1)N1CC[C@@H]2[C@H]1c1cc(-c3ccccc3F)ccc1N[C@@H]2CO,4,-11,-8,1,-5,-17,-20,9
COc1ccc(NS(=O)(=O)c2cc(NC(=O)C3=NN(c4ccccc4)C(=O)CC3)ccc2OC)cc1,1,1,-2,21,22,1,0,-12
Cc1ccccc1Cn1ccc(NC(=O)c2cc3ncc(Br)cn3n2)n1,x,8,x,-3,1,4,x,-9
COCC(=O)Nc1ccc2c(c1)[C@@H]1C[C@@H](CC(=O)N3CCc4ccccc4C3)O[C@@H](CO)[C@@H]1O2,-7,4,-1,x,-6,-1,0,6
CNC(=O)NC(=O)COC(=O)c1n[nH]c2ccccc12,-6,-6,-4,0,-3,18,2,10
CC(O)(Cc1cccnc1)c1cccs1 (stereo not drawn),x,x,x,-14,-2,24,x,1
Cc1noc(C)c1S(=O)(=O)Nc1ccc2c(c1)C(=O)N([C@H](C)CO)C[C@H](C)[C@H](CN(C)Cc1ccc(C(=O)O)cc1)O2,-1,2,1,x,-8,1,-4,-13
O=C(O)CCNc1ccc2c(c1)OCCO2,-7,-19,0,x,2,x,3,x
Cc1ccc([N+](=O)[O-])cc1S(=O)(=O)Nc1ccc(-c2ccc(N3CCOCC3)nn2)cc1,x,-31,1,-32,4,-10,2,-11
CCCNC(=O)C1(C)CCCN(Cc2ccc(-c3ccccc3)o2)C1 (stereo not drawn),13,3,2,12,x,-4,-10,24
COc1cccc(S(=O)(=O)N[C@@H]2CC[C@H](CCNC(=O)Cc3ccncc3)O[C@@H]2CO)c1,2,2,-1,-24,x,19,-2,3
CN1CCN(S(=O)(=O)c2cccc(C(=O)Nc3cc(C(N)=O)cc(C(N)=O)c3)c2)CC1,-11,-6,3,-16,40,2,2,3
OCCN(CCO)c1ccc(C(c2ccccc2Cl)c2ccc(N(CCO)CCO)cc2Cl)c(Cl)c1,4,x,-2,x,1,x,3,x
CCNC(=O)[C@H]1[C@H](CO)[C@H]2Cn3c(ccc(-c4ccccc4F)c3=O)[C@H]2N1C(C)=O,x,0,-3,-5,-3,2,0,-8
Cc1c(C(=O)N2CCN(S(=O)(=O)c3cccs3)CC2)oc2ccc(F)cc12,8,9,1,-4,-25,1,0,10

# Three neighbouring records from above:
SMILES,PGC1a acetyl inh,Statin myotox sup,PglD DTNB,PAX8 inh HTS,ARNT TACC3 PPI,GSIS activator,Cneo AK release,LGR2 inh
COc1ccccc1-c1cn(CC[C@@H]2CC[C@@H](NC(=O)C3CC3)[C@@H](CO)O2)nn1,-4,-7,-4,17,3,12,-2,12
CCOc1ccc(CN2CCN(Cc3cn(CC)nc3C)CC2CCO)cc1 (stereo not drawn),x,x,x,27,-4,0,x,-6
O=C(c1cccc(F)c1)N1CC[C@@H]2[C@H]1c1cc(-c3ccccc3F)ccc1N[C@@H]2CO,4,-11,-8,1,-5,-17,-20,9
